# Assay outcomes as filed in PubChem.
# NR2E3 ag-1 = agonists of human NR2E3 nuclear receptor. CHO-S Gal4-NCOR/VP16-NR2E3 two-hybrid, luciferase. inhibition of corepressor binding, % at 3.98 µM. hit rate 0.35% among 360,000. Q9Y5X4. AID 602229;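 active = inhibition above the mean of all tested compounds plus 3 SD, cut at about 70% in these data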;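 note: 0% = DMSO with NR2E3 transfected cells and 100% = cells lacking NR2E3 construct; higher means lower luciferase signal from less NR2E3 corepressor binding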
# Target sequence (Q9Y5X4 whole entry, looked up, the tested form may be a part): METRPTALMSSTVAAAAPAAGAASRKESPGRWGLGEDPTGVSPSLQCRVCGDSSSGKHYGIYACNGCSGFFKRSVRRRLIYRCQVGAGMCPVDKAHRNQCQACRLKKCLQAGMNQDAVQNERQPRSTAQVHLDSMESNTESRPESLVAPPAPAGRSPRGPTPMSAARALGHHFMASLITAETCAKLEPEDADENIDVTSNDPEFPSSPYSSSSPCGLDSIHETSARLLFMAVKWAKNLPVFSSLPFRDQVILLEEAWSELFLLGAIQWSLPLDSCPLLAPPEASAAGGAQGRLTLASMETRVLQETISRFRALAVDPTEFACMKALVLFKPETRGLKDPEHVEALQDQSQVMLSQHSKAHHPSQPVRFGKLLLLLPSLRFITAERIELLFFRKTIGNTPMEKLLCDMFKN
# CF NFkB block = inhibitors of cystic fibrosis induced NF-kB | KKLEB NF-kB-GFP reporter, PAF-induced, GFP fluorescence overnight | inhibition, % at 5 µM | hit rate 0.86% among 360,000 | AID 588850;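 active = at least 50% inhibition at 5 µM, scaled per plate between neutral and stimulator controls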;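 note: PAF is a Pseudomonas aeruginosa culture filtrate used as stimulus; plate controls were PAF-stimulated DMSO wells for no effect and unstimulated DMSO wells for full effect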
# aDG glyco up = increases alpha dystroglycan glycosylation; hit rate 0.22% among 360,000; Pro5-aDG cells, alpha-DG glycosylation AlphaScreen (IIH6); 0% Pro5, 100% B10-LARGE cell signal; activation, % at 10 µM; AID 624168;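 active = activation of at least 8% versus controls, or a plate z-score of at least 8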;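 note: Pro5 are CHO cells carrying HIG-tagged alpha-DG that lacks glycosylation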
# iPSC survival up = increases survival of single human iPS cells | AID 602274 | hit rate 0.044% among 360,000 | hiPSC single-cell survival, ATPlite luminescence; 100% = ROCK inhibitor wells, 0% = DMSO | survival enhancement, % at 20 µM; in the data active = survival enhancement above about 18%;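 note: cells exposed to compounds for 16 hours before the ATP read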
# MITF TRPM1 inh = inhibitors of MITF-driven TRPM1 promoter in melanoma cells; hit rate 0.83% among 330,000; SK-MEL-5 TRPM1 promoter luciferase, 24 h; inhibition, % at 12.5 µM;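 active = mean inhibition across replicates of 60% or more, whatever share of single replicates reaches that level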; note: values of inactives mirror those of a sister screen read the other way
# TWEAK Fn14 block = TWEAK-Fn14 signaling inhibition | TWEAK-stimulated Fn14 reporter cells, luciferase luminescence, 8 h | inhibition, % at 10 µM | hit rate 2% among 360,000 | AID 1159606; in the data active = inhibition above about 50%
# HIF-2a inh = HIF-2a inhibition | 786-0 RCC cells HIF-2a reporter, luciferase luminescence, overnight | inhibition, % at 18.8 µM | hit rate 0.72% among 360,000;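 active = inhibition of the luminescence signal of 40% or more relative to plate controls, in a single-dose primary screen at 18.75 µM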
# Shn3 3UTR inh = Schnurri-3 reporter inhibition in Clone20 osteoblasts | Clone20 osteoblast Shn3 3'UTR firefly luciferase, 24 h | inhibition, % at 12.5 µM | hit rate 0.52% among 360,000 | AID 588674;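 active = mean inhibition of at least 75% with every replicate also reaching 75%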;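 note: 0% = median of neutral control wells and 100% = pilot-screen positive control compound; some compounds past the cut are filed as inactive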
# KKLEB tox = reduces viability of KKLEB cystic fibrosis airway cells; KKLEB CF airway cells viability, ATPlite luminescence, overnight; stronger effect = lower value; cells stimulated with P. aeruginosa culture filtrate; activity change (cytotoxicity), % at 5 µM; hit rate 0.36% among 360,000; AID 602141;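 active = corrected activity change at or below -50% at 5 µM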
# NR2E3 ag-2 = agonists of human nuclear receptor NR2E3. AID 2300. inhibition of corepressor binding, % at 4.78 µM. hit rate 0.12% among 320,000. GST-NR2E3/biotin-RetCOR TR-FRET, 1536-well. Q9Y5X4;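 active = percent inhibition above the cutoff of mean plus 3 SD of all tested compounds, set per screening campaign, cut at about 20% in these data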;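 note: 0% = DMSO wells and 100% = biotin wells as full block of FRET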
#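 system = GST-tagged NR2E3 plus biotinylated RetCOR corepressor | input = 1.35 nM GST-NR2E3 | also added = 7 nM biotin-RetCOR | schedule = 5 h incubation at 4 °C | measured by = TR-FRET with europium anti-GST and streptavidin-D2, 340 nm excitation | read-out = percent loss of FRET ratio relative to control wells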
# Peg3 prom inh = inhibitors of Peg3 promoter; HeLa PEG-Prom luciferase reporter, luminescence, overnight; hit rate 1.7% among 360,000; inhibition, % at 20 µM; AID 588405;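 active = inhibition of at least 50% at 20 µM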
# An asterisk follows results filed as active; . = not tested or not shown. Compounds as they come; any-hit rate near 4.4%.
# Sample of the layout:
SMILES,NR2E3 ag-1,CF NFkB block,aDG glyco up,iPSC survival up,MITF TRPM1 inh,TWEAK Fn14 block,HIF-2a inh,Shn3 3UTR inh,KKLEB tox,NR2E3 ag-2,Peg3 prom inh
CC(C)Oc1cccc(C(=O)C2CCCN(C(=O)c3ccc4c(c3)OCO4)C2)c1 (centres undefined),2,18,0.0,-0.5,3,-2,5,19,0,-1,-1
Clc1cccc(CN2CCN(c3nc4nonc4nc3NC3CC3)CC2)c1,2,-16,-0.4,-1.6,-5,12,25,7,9,3,11
COC(=O)C(NC(=O)c1ccco1)(Nc1cc(C)ccn1)C(F)(F)F (centres undefined),4,21,-0.3,5.8,0,-2,22,4,-8,-1,4
C=CCOc1ccc(C(=O)N(Cc2ccc(N(C)C)cc2)C2CCS(=O)(=O)C2)cc1 (centres undefined),2,8,0.0,3.7,0,5,23,-6,5,-6,12
Cc1cccc(C(=O)NCC(=O)N2CCCCCCC2)c1,-13,19,0.1,0.2,-22,-4,-88,-35,2,2,-70
CCOc1ccc2nc(NS(=O)(=O)c3cccs3)sc2c1,-25,9,0.0,0.2,2,-11,-37,18,-8,-1,-15
O=c1[nH]cncc1OCc1ccccc1,-1,-11,-0.2,-0.7,-3,11,1,0,3,.,-2
c1ccc(-c2cc3ccccc3cn2)cc1,-112,-27,-0.4,-3.4,-56,-3,-259,-113,6,.,-324
CCN(CC)S(=O)(=O)c1ccc(C(=O)Nc2nnc(NC(=S)Nc3ccccc3)s2)cc1,-13,46,0.1,-0.4,0,-33,3,0,4,2,9
CC(C)(C)c1cc[n+](-c2[nH]c(=O)sc2/C=N/NC(=O)c2ccccc2[O-])cc1,-25,-4,0.1,2.8,15,13,13,-33,8,-2,14
COc1cc(/C=N/n2c(-c3cc(C)[nH]n3)n[nH]c2=S)ccc1O,-3,3,-0.2,-0.9,1,-14,3,-13,0,0,3
CCn1c(CCC(=O)O)nc2cc(S(=O)(=O)N3CCOCC3)ccc21,-11,-1,-0.1,3.8,3,3,14,2,17,.,9

# All compounds of this part (from the top)
SMILES,NR2E3 ag-1,CF NFkB block,aDG glyco up,iPSC survival up,MITF TRPM1 inh,TWEAK Fn14 block,HIF-2a inh,Shn3 3UTR inh,KKLEB tox,NR2E3 ag-2,Peg3 prom inh
CC(C)Oc1cccc(C(=O)C2CCCN(C(=O)c3ccc4c(c3)OCO4)C2)c1 (centres undefined),2,18,0.0,-0.5,3,-2,5,19,0,-1,-1
Clc1cccc(CN2CCN(c3nc4nonc4nc3NC3CC3)CC2)c1,2,-16,-0.4,-1.6,-5,12,25,7,9,3,11
COC(=O)C(NC(=O)c1ccco1)(Nc1cc(C)ccn1)C(F)(F)F (centres undefined),4,21,-0.3,5.8,0,-2,22,4,-8,-1,4
C=CCOc1ccc(C(=O)N(Cc2ccc(N(C)C)cc2)C2CCS(=O)(=O)C2)cc1 (centres undefined),2,8,0.0,3.7,0,5,23,-6,5,-6,12
Cc1cccc(C(=O)NCC(=O)N2CCCCCCC2)c1,-13,19,0.1,0.2,-22,-4,-88,-35,2,2,-70
CCOc1ccc2nc(NS(=O)(=O)c3cccs3)sc2c1,-25,9,0.0,0.2,2,-11,-37,18,-8,-1,-15
O=c1[nH]cncc1OCc1ccccc1,-1,-11,-0.2,-0.7,-3,11,1,0,3,.,-2
c1ccc(-c2cc3ccccc3cn2)cc1,-112,-27,-0.4,-3.4,-56,-3,-259,-113,6,.,-324
CCN(CC)S(=O)(=O)c1ccc(C(=O)Nc2nnc(NC(=S)Nc3ccccc3)s2)cc1,-13,46,0.1,-0.4,0,-33,3,0,4,2,9
CC(C)(C)c1cc[n+](-c2[nH]c(=O)sc2/C=N/NC(=O)c2ccccc2[O-])cc1,-25,-4,0.1,2.8,15,13,13,-33,8,-2,14
COc1cc(/C=N/n2c(-c3cc(C)[nH]n3)n[nH]c2=S)ccc1O,-3,3,-0.2,-0.9,1,-14,3,-13,0,0,3
CCn1c(CCC(=O)O)nc2cc(S(=O)(=O)N3CCOCC3)ccc21,-11,-1,-0.1,3.8,3,3,14,2,17,.,9
COc1ccccc1CNc1ncnc2sccc12,100*,32,2.0,2.0,5,27,2,72,2,-2,18
CN(CC(=O)Nc1cc(S(=O)(=O)N2CCCC2)ccc1Cl)Cc1nc2ccccc2c(=O)[nH]1,-15,11,0.0,-0.1,11,-20,14,8,-14,.,25
c1ccc(CCNc2ccccn2)nc1,-6,-28,1.5,-1.0,-38,-2,-87,-23,4,.,-71
Cc1cc(C)c(S(=O)(=O)NCc2cn3c(C)csc3n2)c(C)c1,-15,9,-0.1,-3.4,1,-2,20,-3,5,-3,12
CCOC(=O)c1cc(-c2ccccc2)sc1NC(=O)C(C)N1C(=O)c2ccccc2C1=O (centres undefined),-8,-8,-0.2,-0.2,-8,-10,3,29,9,-6,11
Cc1ccc(OCCN2C(=O)CSC2=O)cc1,-23,-17,0.0,0.1,-16,-7,-21,-21,-4,-1,-7
Cc1nc(N2CCN(Cc3ccccc3)CC2)nc2c1C(=O)CCC2,14,2,1.3,-1.1,10,16,-2,-334,9,2,-1
CN(C1CCCCC1)S(=O)(=O)c1cc2c(cc1Cl)NC(=O)CO2,-14,16,-0.1,0.1,-9,6,-4,12,-3,-3,-1
Cc1ccccc1OCCn1c(=S)[nH]c2c(N)ncnc21,2,26,-0.1,-0.7,2,-8,21,-2,-20,-1,-3
COc1ccccc1NC(=O)CN1CCN(CC(=O)Nc2ccc(C)c(F)c2)CC1,-19,-13,0.2,-0.7,5,7,7,24,-2,3,8
CCN1C(=O)/C(=C/c2c(C)nn(C)c2C)SC1=S,12,18,0.1,0.9,-8,-14,-19,-4,-11,6,-17
CSc1ncccc1C(=O)OCC(=O)NCc1ccccc1,-53,3,0.2,-0.3,-11,-13,-2,-2,-13,3,16
O=C(c1cc(COc2ccc(F)cc2Cl)on1)N1CC[C@@H]2CCCC[C@H]2C1,-7,14,0.6,2.2,-15,-15,-31,17,-33,.,-8
COc1ccc(OC)c(CCNC(=O)CCc2nnc3ccc(N4CCOCC4)nn23)c1,4,5,-0.5,-0.6,5,17,9,-6,13,4,11
CN(C)c1ccnc(Nc2ccccc2)c1C#N,0,0,0.1,1.0,11,3,4,13,6,-1,8
c1ncn(C23CC4CC(CC(C4)C2)C3)n1,7,-6,-0.3,0.1,0,50,10,5,15,1,13
COCCNC(=O)C1(C)CCCN(Cc2cc(-c3ccccc3)n(C)n2)C1 (centres undefined),-1,9,0.0,-1.5,.,13,-6,12,-11,.,7
O=C(CN1CCOCC1)Nc1ccc(C2CCCCC2)cc1,-48,4,0.1,0.6,-41,0,-163,-15,-2,0,-152
COc1ccc(CNC(=O)CSc2nc3ccc(C)cc3[nH]2)cc1OC,-8,-11,-0.1,-0.4,20,22,11,7,17,5,14
COc1cccc(C(O)c2nc(-c3cccc(C#N)c3)cs2)c1 (centres undefined),-10,5,0.0,0.2,.,8,-8,21,3,.,5
CCN(Cc1ccccc1)C(=O)CCNS(=O)(=O)c1cc(Br)cnc1N,-13,-10,-0.4,0.1,6,6,10,-45,2,3,2
CCOCCCNC(=S)N1CCN(c2nc(-c3ccccc3)cs2)CC1,-6,-9,0.2,-0.1,5,22,-35,26,-2,-2,13
Cc1ccccc1C(=O)NNS(=O)(=O)c1cccc([N+](=O)[O-])c1,-30,-2,-0.1,-0.8,4,-6,16,4,9,4,7
Cc1cc2c(cc1C)[n+](C)cn2CC(O)COCc1ccccc1 (centres undefined),-18,2,-0.3,-0.4,-8,-1,-5,-9,-3,-1,19
CCOc1ccc(NC(=O)C2CCN(S(=O)(=O)c3ccc4c(c3)CC(C)N4C(C)=O)CC2)cc1 (centres undefined),-13,-10,0.5,-0.2,2,7,12,75,9,-1,-18
CCOC(=O)C1CCN(C(=O)c2ccc3snnc3c2)CC1,-4,-18,-0.1,1.7,4,-11,6,-5,1,0,-3
CN(C)CCn1c2c(c(SCC(=O)N3CCc4ccccc43)nc1=O)CCCC2,-8,-3,0.1,-0.4,2,12,6,5,7,0,12
Brc1ccc(-c2nnc3sc(CN4CCc5ccccc5C4)cn23)cc1,-25,13,0.1,-0.1,9,1,27,18,0,.,15
Cc1cc(C)c2c(n1)SCC(=O)N2CC(=O)Nc1cccc(Cl)c1,-11,1,-0.1,1.8,3,5,5,-5,0,7,9
CCOC(=O)c1cc(C)sc1NC(=O)CN1CCN(C(=O)c2ccco2)CC1,-24,12,0.3,-0.1,7,-17,23,23,-5,5,27
CCOC(=O)c1c(C)c2c(=O)[nH]cnc2n1-c1ccccc1,-27,56*,0.0,-0.1,-9,63*,8,3,-5,-4,-17
CN(c1ccc(C(=O)N/N=C/c2cccc([N+](=O)[O-])c2)cc1)S(=O)(=O)c1ccccc1,2,-12,-0.2,-0.3,-15,0,-2,-32,-4,5,22
CCOC(=O)C(C)N1N=C(/C=C/c2ccc(OC)cc2)CCC1=O (centres undefined),-21,3,-0.2,-2.6,-3,0,9,-11,7,3,-1
COc1cccc(N(C(=O)Cn2nnc(-c3ccc(C)cc3)n2)C(C(=O)NC(C)(C)C)c2c[nH]c3ccccc23)c1 (centres undefined),-10,6,2.4,-0.4,7,25,0,21,16,-4,33
COc1ccc(C(=O)C(=NNc2ccccc2)c2ccc(OC)cc2)cc1,25,-4,-0.8,5.2,32,16,-45,27,-1,.,-24
Cc1ccc(CCCNC(=O)C2CCC(=O)N(Cc3cccc(F)c3)C2)cc1 (centres undefined),1,16,0.4,-0.6,-6,0,-35,-3,-11,-1,-23
O=C(CCCn1c(=S)[nH]c2ccccc2c1=O)N1CCN(c2cccc(Cl)c2)CC1,2,8,0.2,1.0,3,51*,11,-4,-28,1,19
COc1ccc(S(=O)(=O)N2CCC(C(=O)NCc3ccco3)CC2)cc1,-7,-6,-0.1,-1.0,3,5,2,-11,-2,2,-6
# Next section:
SMILES,NR2E3 ag-1,CF NFkB block,aDG glyco up,iPSC survival up,MITF TRPM1 inh,TWEAK Fn14 block,HIF-2a inh,Shn3 3UTR inh,KKLEB tox,NR2E3 ag-2,Peg3 prom inh
CCN(CC)S(=O)(=O)c1ccc2oc(C(=O)N3CCOCC3)c(C)c2c1,-5,7,0.1,1.7,14,-3,17,0,0,3,14
c1ccc(-c2n[nH]c3c2CCC3)cc1,-11,11,-0.1,-3.2,0,-4,-24,-1,2,2,-4
CC(C)CN(C(=O)COC(=O)c1ccc2ccccc2n1)C1CCS(=O)(=O)C1 (centres undefined),-8,2,0.0,1.1,7,-1,16,6,-8,3,3
O=S(=O)(NCCNc1nccc(C(F)(F)F)n1)c1ccccc1,-46,3,0.0,-0.5,6,-2,23,0,4,4,11
Nc1ncc(-c2ccc(F)cc2)nc1N1CCN(CCO)CC1,6,-22,-0.4,-2.7,.,3,9,-17,-2,.,0
